STK33 kinase inh: inhibitors of purified STK33 kinase, primary screen, biochemical, ADP-Glo luminescence, homogeneous, cell-free. Serine/threonine-protein kinase 33 (Homo sapiens), Q9BYT3. 0.073% of 320,000 active. inhibition, % at 10 µM. MBP phosphorylation;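 active means inhibition at or above 25%, using the most active replicate where run in duplicate; inactive means inhibition below 25%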
Target sequence (Q9BYT3 whole entry, looked up): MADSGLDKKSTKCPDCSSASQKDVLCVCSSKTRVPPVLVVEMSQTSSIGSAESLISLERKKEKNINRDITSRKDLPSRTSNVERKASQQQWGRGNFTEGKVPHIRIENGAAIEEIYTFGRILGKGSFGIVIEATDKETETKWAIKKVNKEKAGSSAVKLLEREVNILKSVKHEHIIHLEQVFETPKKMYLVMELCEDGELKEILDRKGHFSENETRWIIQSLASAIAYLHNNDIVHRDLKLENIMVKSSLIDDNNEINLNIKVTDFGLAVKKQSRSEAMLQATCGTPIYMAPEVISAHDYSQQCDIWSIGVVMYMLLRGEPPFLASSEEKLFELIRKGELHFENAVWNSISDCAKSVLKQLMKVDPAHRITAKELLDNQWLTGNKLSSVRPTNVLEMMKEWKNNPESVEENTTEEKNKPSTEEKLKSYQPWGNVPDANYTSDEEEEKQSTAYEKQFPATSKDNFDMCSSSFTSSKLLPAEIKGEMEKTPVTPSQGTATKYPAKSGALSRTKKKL
OX1R FRET antag: antagonists of human orexin 1 receptor (OX1R). OX1R-expressing cells, FRET antagonist read-out. inhibition, % at 6.6 µM. 1.8% of 330,000 active; in the data active means inhibition mostly above about 38%, no sharp cut-off; inactive means mostly below about 40%;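 further: 0% = agonist challenge alone and 100% = reference antagonist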
Target sequence (O43613 whole entry, looked up): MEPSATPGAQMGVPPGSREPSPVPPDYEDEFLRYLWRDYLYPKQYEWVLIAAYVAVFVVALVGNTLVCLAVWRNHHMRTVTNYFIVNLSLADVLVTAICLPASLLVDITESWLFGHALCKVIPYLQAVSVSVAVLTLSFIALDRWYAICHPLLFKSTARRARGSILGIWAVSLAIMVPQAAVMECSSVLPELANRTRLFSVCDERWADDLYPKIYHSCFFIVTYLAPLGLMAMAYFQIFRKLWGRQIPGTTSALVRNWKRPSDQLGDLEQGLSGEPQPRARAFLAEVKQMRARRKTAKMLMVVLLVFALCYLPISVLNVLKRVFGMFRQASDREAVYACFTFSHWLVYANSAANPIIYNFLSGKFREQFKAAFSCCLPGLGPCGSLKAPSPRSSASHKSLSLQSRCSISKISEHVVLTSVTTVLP
* = called active by the depositor; nt = no result given.

OX1R FRET antag	STK33 kinase inh	structure
26	-1.0	C#CCOCCOCCOCCNc1nc(N2CCN(C(=O)[C@H](C)n3cc(CCCN=C(N)N)nn3)CC2)nc(N2CCN(C(=O)[C@H](C)n3cc(CCCN=C(N)N)nn3)CC2)n1
16	-2.2	COc1ccc(S(=O)(=O)Nc2ccc3ccccc3c2)cc1C
13	1.1	CCCCOc1c(Br)cc(CNCCCN2CCOCC2)cc1OC
4	-1.7	Cc1noc(C)c1COc1cccc(C(=O)N2CCN(C/C=C/c3ccccc3)CC2)c1
3	0.3	Cn1c(CCC(=O)OCC(=O)Nc2ccc(Oc3ccccc3)cc2)nc(=O)c2ccccc21
17	-2.7	COC(=O)Cc1[nH]n(-c2ccccc2)c(=O)c1C(C)=Nc1ccccc1
6	3.2	COCCOC(=O)N/C=C\c1nc2ccccc2c(=O)[nH]1
17	-0.1	COc1ccc2cc(C(=O)NCc3ccccc3)c(=Nc3ccc(C(=O)O)cc3)oc2c1
14	-1.2	CCN(CC(=O)NCc1ccc(Cl)cc1)C(=O)c1cc(OC)cc(OC)c1
5	-0.9	O=C(Nc1ccccc1F)c1ccccc1C(=O)Nc1ccccc1F
14	-2.9	CCC(C)(C)NC(=O)C(c1ccc(C)o1)N(C(=O)c1csnn1)c1cccc(F)c1 (configuration not stated)
26	-1.7	COc1cc(C)nc(NCc2ccccc2)n1
5	-0.9	O=C(CCc1ccc(S(=O)(=O)NC2CCCCC2)cc1)NCc1cccnc1
8	1.9	CC(C)CNC(=O)[C@H](Cc1ccccc1)NC(=O)c1ccco1
-2	-2.5	COc1ccccc1OCC(=O)Nc1ncc(C)s1
6	3.2	COc1ccc(NC(=O)COC(=O)CCc2ccc(S(=O)(=O)N3CCOCC3)cc2)cc1Cl
nt	0.3	CN(C)c1nc(-c2cccnc2)nc(-c2ccccc2)c1C#N
7	-0.8	O=C(COc1ccc2ccc(=O)oc2c1)NCC(O)c1ccccc1 (configuration not stated)
0	-1.0	NNC(=O)c1ccc(NS(=O)(=O)c2ccc(Br)cc2)cc1
28	nt	OC(COCC1COc2ccccc2O1)CN1CCN(c2ccccc2)CC1 (configuration not stated)

An excerpt of these results, with bars between the fields.
Compound | OX1R FRET antag | STK33 kinase inh
COc1ccc2cc(C(=O)NCc3ccccc3)c(=Nc3ccc(C(=O)O)cc3)oc2c1 | 17 | -0.1
CCN(CC(=O)NCc1ccc(Cl)cc1)C(=O)c1cc(OC)cc(OC)c1 | 14 | -1.2
COc1ccccc1OCC(=O)Nc1ncc(C)s1 | -2 | -2.5

(more compounds)
OX1R FRET antag	STK33 kinase inh	structure
10	-2.3	CCN(CC)C(=O)c1sc2nc(N3CCOCC3)c3c(c2c1N)CCCC3
1	-1.1	Cc1c(N=c2scc(-c3ccccc3)n2CCO)c(=O)n(-c2ccccc2)n1C
11	-0.6	CCN(CC)c1ccc(NC(=O)c2cccc(F)c2)c(C)c1
12	-0.5	O=C(COc1coc(CN2CCN(c3ccccc3F)CC2)cc1=O)N1CCc2ccccc21
2	0.3	O=C(Nc1ccc(S(=O)(=O)N2CCOCC2)cc1)C1CCN(S(=O)(=O)c2ccc(F)cc2)CC1
7	0.7	CN(C)CCCNC(=O)/C(=N\O)c1ccccc1
47	12	Clc1ccc(CSc2cc3c(nn2)-c2ccccc2CC3)cc1
2	1.2	CC(=O)NC(Cc1c[nH]c2ccccc12)C(=O)NCc1ccco1 (configuration not stated)
11	0.0	COc1ccc(C(=O)COC(=O)c2nn(C)cc2Cl)cc1
17	0.0	COc1ccc(C2CC(c3cccs3)=Nc3ccccc3S2)cc1OC (configuration not stated)
19	0.7	CC(NC(=O)Cc1ccccc1[N+](=O)[O-])c1ccccc1 (configuration not stated)
8	0.2	CN1CCN(C(=S)NC(=O)c2ccco2)CC1
27	-1.0	COc1ccc(/C=C/C(=O)N(C)Cc2cccs2)cc1S(=O)(=O)N1CCOCC1
24	-2.9	COc1cc(OC)cc(C(=O)N[C@H](C(=O)NCc2cccs2)C(C)C)c1
19	2.8	Cc1ccc(NC(=O)CSc2nnc(-c3cnccn3)n2Cc2ccco2)cc1C
5	1.2	COC(=O)Cc1ccc(NC(=S)N2CCCCC2C)cc1 (configuration not stated)
55*	-1.8	CCOC(=O)C1CCN(C(=O)COC(=O)CSc2ccc(C(N)=O)cc2[N+](=O)[O-])CC1
27	4.7	COc1ccc(N2CCCC2)c(NC(=O)c2ccc(Br)o2)c1
6	-3.0	CC/C(=N/NC(=O)CNc1ccc(Cl)cc1C)c1ccccc1
-1	-2.3	O=C(Cc1cccs1)Nc1nnc(SCc2ccc(Br)cc2)s1
12	0.3	C=C(C)c1cccc(C(C)(C)NC(=O)NCCCN2CCCC2=O)c1
49	1.5	Cc1nc(S/C(=C/c2ccc(-c3ccc(C(=O)O)cc3)o2)C(=O)O)n[nH]1
6	-1.2	CCOC(=O)c1c(NC(=O)C2CCN(S(=O)(=O)c3ccc(Cl)cc3)CC2)sc2c1CCCC2
-4	-0.3	COc1ccc2c(c1)cc(C(=O)N[C@@H](CCSC)C(=O)N1CCC(C(=O)O)CC1)n2C
-2	-0.3	CC(C)N(CCC#N)C(=O)Nc1ccc2c(c1)CCO2
4	-1.3	Cc1ccc(F)cc1NC(=O)c1sc2ncn(CC(=O)N3CCN(c4ccccn4)CC3)c(=O)c2c1C
6	-0.4	Cc1ccc(NC(=S)NCc2ccc(S(N)(=O)=O)cc2)c(C)c1
6	-1.2	CS(=O)(=O)N1CCN(c2ccc(NC(=O)CSc3nnc(-c4ccco4)o3)cc2)CC1
33	1.6	O=C(N/N=C/C1CC2CCC1C2)c1ccc2c(c1)OCO2 (configuration not stated)
28	1.6	Cc1ccccc1OCCCn1c(CO)nc2ccccc21
-1	0.2	O=C(O)C(Cc1ccccc1)NS(=O)(=O)c1ccc(Cl)cc1 (configuration not stated)
11	-0.3	O=C(Oc1c(-c2ccccc2)c(=O)n2c3c(cccc13)CC2)c1ccco1
25	-1.4	COc1ccc(C(=O)N2CCCC(c3nc(-c4ccc(OC)c(OC)c4)no3)C2)c(OC)c1 (configuration not stated)
23	0.0	COc1ccccc1C(=O)NNC(=O)c1ccc2ccccc2c1
13	-1.3	CCn1nnnc1SCC(=O)N1CCOCC1
3	0.0	ONC(=Nc1ccccc1)c1ccc(Cl)cc1
14	-0.6	O=C(CN(Cc1ccc(Br)cc1)S(=O)(=O)c1ccccc1)NCC1CCCO1 (configuration not stated)
23	-0.4	COc1ccc(NC(=O)CSc2nnc(-c3ccccc3F)n2C2CC2)cc1S(N)(=O)=O
-3	0.0	O=C(c1ccc(-n2c(SCc3cc(F)ccc3F)nc3ccccc3c2=O)cc1)N1CCOCC1
14	0.4	COc1ccc2[nH]c(=O)c(CN(CCc3ccccc3)C(C)=O)cc2c1

4 entries picked at random from the list so far, as already listed:
OX1R FRET antag	STK33 kinase inh	structure
4	-1.3	Cc1ccc(F)cc1NC(=O)c1sc2ncn(CC(=O)N3CCN(c4ccccn4)CC3)c(=O)c2c1C
-3	0.0	O=C(c1ccc(-n2c(SCc3cc(F)ccc3F)nc3ccccc3c2=O)cc1)N1CCOCC1
11	-0.3	O=C(Oc1c(-c2ccccc2)c(=O)n2c3c(cccc13)CC2)c1ccco1
55*	-1.8	CCOC(=O)C1CCN(C(=O)COC(=O)CSc2ccc(C(N)=O)cc2[N+](=O)[O-])CC1

In another format: five of the compounds above.
SMILES | OX1R FRET antag | STK33 kinase inh
O=C(O)C(Cc1ccccc1)NS(=O)(=O)c1ccc(Cl)cc1 (configuration not stated) | -1 | 0.2
O=C(Oc1c(-c2ccccc2)c(=O)n2c3c(cccc13)CC2)c1ccco1 | 11 | -0.3
COc1ccc(C(=O)N2CCCC(c3nc(-c4ccc(OC)c(OC)c4)no3)C2)c(OC)c1 (configuration not stated) | 25 | -1.4
COc1ccccc1C(=O)NNC(=O)c1ccc2ccccc2c1 | 23 | 0.0
CCn1nnnc1SCC(=O)N1CCOCC1 | 13 | -1.3

Continuation:
OX1R FRET antag	STK33 kinase inh	structure
12	-0.7	COc1cccc(NC(=O)c2sc3nc(N4CCOCC4)c4c(c3c2N)CCCC4)c1
8	0.5	O=c1cc(O)n(-c2ccc(F)cc2)c(=S)[nH]1
48*	0.5	Cn1ncc2c(O/N=C(\N)c3ccc(C(F)(F)F)cc3)ncnc21
11	-1.0	COc1ccc(C2c3ccc(O)cc3Oc3ncn(CCCO)c(=N)c32)cc1OC (configuration not stated)
16	-1.3	CCOC(=O)N1CCC(N2CCN(S(=O)(=O)c3ccc(NC(C)=O)cc3)CC2)CC1
4	-1.2	CCOC(=O)c1nn(-c2ccccc2F)c(-c2ccccc2)c1C(=O)c1ccccc1
22	-0.5	S=C(NCc1ccco1)NCC1CCCO1 (configuration not stated)
15	0.1	COc1cccc(C(c2c(C)[nH]n(-c3ccccc3)c2=O)c2c(C)[nH]n(-c3ccccc3)c2=O)c1OC
4	1.4	Cc1ccc(-n2c(SCC(=O)OC(C)C)nnc2-c2ccccn2)cc1
10	-0.8	COc1ccc(CNC(=O)c2coc(=O)c3ccccc23)cc1
12	-0.8	OCCSc1nncn1/N=C/c1c[nH]c2ccccc12
12	-0.3	COc1cc(-n2c(-c3ccccc3)n[nH]c2=S)c(OC)cc1Cl
7	-0.4	Cc1cc(C(=O)OCC(=O)Nc2ccccc2)c(C)o1
5	-1.3	CCCC(=O)Nc1ccc(Cl)c(NC(=O)C(C)(C)C)c1
58	-0.4	Oc1ccccc1C1=Nc2ncnn2C(c2ccc(F)cc2)C1 (configuration not stated)
19	1.4	CCOc1ccc2ccccc2c1/C=N/NC(=O)CC1(C)OCCCO1
5	-0.8	CC(O)c1nc2c(c(=O)n(C)c(=O)n2C)n1C (configuration not stated)
34	-0.6	O=C(COc1ccc(/C=N/NS(=O)(=O)c2ccccc2)cc1)NCCc1ccccc1
4	-1.6	COc1ccccc1NC(=S)N1CCN(C/C=C/c2ccccc2)CC1
42	-1.8	Cc1cccc(NC(=O)C2C(c3ccccc3)C2(Cl)Cl)c1C (configuration not stated)

Two of these compounds, reformatted.
Molecule	OX1R FRET antag	STK33 kinase inh
COc1cc(OC)cc(C(=O)N[C@H](C(=O)NCc2cccs2)C(C)C)c1	24	-2.9
OCCSc1nncn1/N=C/c1c[nH]c2ccccc12	12	-0.8

(next part)
OX1R FRET antag	STK33 kinase inh	structure
3	-0.8	COc1ccccc1NS(=O)(=O)c1ccc(C)c(C(=O)NNC(=O)c2csc(N3CCOCC3)n2)c1
4	0.1	Cc1cccc(NC(=O)Cc2c(F)cccc2Cl)n1
14	-1.1	CCOC(=O)N1CCN(C(=O)c2ccc3c(=O)n(CCc4ccc(OC)c(OC)c4)c(=O)[nH]c3c2)CC1
16	-1.3	CC(C)NC(=O)COC(=O)c1ccccc1CSC1=NCCS1
15	-2.0	Cc1csc(SCC(=O)NC(=O)NCCC(C)C)n1
13	0.4	O=C(O)CCCNC(=O)/C(=C\c1ccc(Cl)cc1)NC(=O)c1ccc(Br)cc1
20	-0.2	Cc1ccc(OCc2nc(C#N)c(NCc3ccco3)o2)cc1
3	-1.7	CCN1CCN(/C=N/c2nc(C)cs2)CC1
2	-0.5	c1ccc(COc2cccc(CN3CCCCC3)c2)cc1
11	-0.7	COc1ccc(S(=O)(=O)NC(N)=NCCc2ccc(OC)c(OC)c2)cc1C
-3	nt	Cc1ccc(C(=O)NCC(=O)OCC(=O)N(CC(C)C)c2c(N)n(Cc3ccccc3)c(=O)[nH]c2=O)cc1
1	0.1	COc1cccc(C(=O)NCCNC(=O)c2ccc(C)nc2)c1
-17	-1.0	Nc1nc2ccc(C(=O)NCCOC(=O)C3CCCCC3)cc2s1
-1	-0.9	Cc1ccccc1C(=O)NCC(=O)N1CCN(C/C=C/c2ccccc2)CC1
59*	-2.0	C/C(=N\NC(=O)CCc1c[nH]c2ccccc12)c1ccc([N+](=O)[O-])cc1
17	0.6	CC1(c2nnc(-c3cccc(Cl)c3)o2)CC(c2cccc(Cl)c2)=NO1 (configuration not stated)
11	-1.9	O=C(COC(=O)Cc1cn2ccsc2n1)NC12CC3CC(CC(C3)C1)C2
9	1.4	O=C(Nc1ccc(N2CCN(C(=O)c3cccs3)CC2)cc1)c1ccc(Br)o1
nt	0.7	O=C1CCC(NC(=O)c2ccccc2)C(=O)N1 (configuration not stated)
1	-0.5	Cc1nc2c(C(=O)O)cnn2c(C)c1Cc1ccccc1F
1	-0.8	COc1ccc(CCN2CC(C(=O)NC3CCOCC3)CCC2=O)cc1 (configuration not stated)
12	-0.8	Cc1[nH][nH]c(=O)c1C=NCc1cccc(C(F)(F)F)c1
38	-0.5	COc1cccc(/C(O)=C2\C(=O)C(=O)N(c3ccccn3)C2c2ccccc2OC)c1 (configuration not stated)
28	-0.4	CC(=O)c1ccccc1NS(=O)(=O)c1cccc2nonc12
14	-0.6	COc1ccc2c(c1)nc(NCCO)n2C
16	-0.4	CC(=O)c1c(C)c(C)c2n1CCn1c(C)ccc1-2
19	-1.6	Cc1ccc2c(CC(=O)NCC3(N4CCOCC4)CCCCC3)coc2c1C
-1	-0.6	CCCC(=NC(C)CC)C1=C(O)CC(c2ccccc2)CC1=O (configuration not stated)
25	0.0	CCOc1ccc(C(=O)NCc2ccccc2)cc1Br
5	-0.3	Cc1nc(C(C)NC(=O)c2cc(COc3ccc(C)c(C)c3)on2)c(C)s1 (configuration not stated)
17	2.8	CCCCCCN(C(=O)CCCCCN1C(=O)NC(c2ccc(-c3ccccc3)cc2)C(C(=O)OCc2ccccc2)=C1C)C(C)C(=O)NCCCC (configuration not stated)
44*	-0.4	Cc1ccc(-n2nnnc2SCc2nnc(-c3ccccc3Br)o2)c(C)c1
39	1.2	CCOc1c(O)ccc(C2NC(=O)N(C)C(C)=C2C(=O)OC)c1[N+](=O)[O-] (configuration not stated)
6	0.2	Cc1cccc(N2CCN(C(=O)CCCSc3nc4ccccc4[nH]3)CC2)c1C
5	0.2	Cc1ccc(C)c(NC(=O)COC(=O)c2nn(C)c(=O)c3ccccc23)c1
15	-4.0	CCOc1ccc(NC(=O)C2C3CCC4C(CCC32)C4(Cl)Cl)cc1 (configuration not stated)
